# Screens deposited in PubChem BioAssay by several laboratories.
# E coli Lon inh = inhibitors of E. coli Lon protease, primary screen, biochemical, fluorescence polarization; purified E. coli Lon protease; inhibition, % at 7.94 µM; 360,000 compounds, 0.42% hits; in the data active = inhibition above about 13%, passing the limit was not always enough;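 also: 0% = enzyme with probe and DMSO and 100% = no enzyme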
# Rin1 Abl inh = inhibitors of Rin1-Abl protein binding, primary screen, biochemical, TR-FRET | AID 588664, 2011 | 360,000 compounds, 0.4% hits | Tyrosine-protein kinase ABL1 (Homo sapiens) + Ras and Rab interactor 1 (Homo sapiens), … | inhibition, % at 7.35 µM; in the data active = inhibition above about 5%, passing the limit was not always enough
# Tb MetRS inh = T. brucei MetRS inhibitors, primary screen, biochemical, luminescence; methionyl-tRNA synthetase (Trypanosoma brucei brucei); purified T. brucei MetRS, ATP depletion, Kinase-Glo luminescence; inhibition, % at 11.9 µM; 360,000 compounds, 0.4% hits;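 active = inhibition above a per-plate cutoff of the control wells' mean inhibition plus 3 SD, cut at about 5.5% in these data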;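 also: 0% = DMSO wells median and 100% = median of wells with control inhibitor compound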
#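 Test system – parasite MetRS enzyme · Reagent – substrates ATP, L-methionine and bulk Escherichia coli tRNA · Doses – 11.9 µM compound single dose, 0.9% DMSO · Times – 15 min enzyme-compound preincubation, 2 h reaction, 10 min detection, 25 °C · Signal – Kinase-Glo luminescence, ATP depletion format · Controls – DMSO-only wells as low control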
# PABP1 MLLE inh = inhibitors of PABP1 MLLE–PAM2 peptide binding, primary screen, biochemical, fluorescence polarization, FITC-PAM2, GST-MLLE; 360,000 compounds, 0.36% hits; inhibition, % at 20 µM; Polyadenylate-binding protein 1 (Homo sapiens), P11940; AID 588489, 2011; in the data active = inhibition above about 35%, passing the limit was not always enough;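 also: plate controls were DMSO wells with GST-MLLE for no effect and wells lacking GST-MLLE protein for full effect; some results filed as inactive read as strong as hits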
# Target sequence (P11940 whole entry, looked up): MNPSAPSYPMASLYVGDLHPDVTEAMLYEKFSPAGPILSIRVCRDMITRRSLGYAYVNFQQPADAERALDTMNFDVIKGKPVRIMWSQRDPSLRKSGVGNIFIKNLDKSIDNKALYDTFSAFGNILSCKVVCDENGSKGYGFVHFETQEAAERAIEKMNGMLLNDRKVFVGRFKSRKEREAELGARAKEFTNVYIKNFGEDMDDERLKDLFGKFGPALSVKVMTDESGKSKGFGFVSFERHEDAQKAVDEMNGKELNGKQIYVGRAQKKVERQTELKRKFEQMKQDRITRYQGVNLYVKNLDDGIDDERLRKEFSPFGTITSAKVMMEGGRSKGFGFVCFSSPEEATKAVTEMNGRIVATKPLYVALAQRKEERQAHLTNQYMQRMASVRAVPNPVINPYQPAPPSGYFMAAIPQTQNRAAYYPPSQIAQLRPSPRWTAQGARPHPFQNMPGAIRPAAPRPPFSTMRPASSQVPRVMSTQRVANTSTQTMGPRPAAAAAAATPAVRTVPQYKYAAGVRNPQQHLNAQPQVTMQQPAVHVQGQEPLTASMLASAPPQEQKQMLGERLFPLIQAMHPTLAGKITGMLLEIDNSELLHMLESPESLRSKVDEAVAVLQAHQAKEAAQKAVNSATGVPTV
# MsrA inhibitor = bovine MsrA enzyme inhibitors, primary screen, biochemical, absorbance, HTS; inhibition, % at 15.5 µM; 360,000 compounds, 0.75% hits; Methionine sulfoxide reductase A (Bos taurus); purified bovine MsrA, absorbance read-out; in the data active = inhibition above about 4.5%;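 also: 0% = vehicle wells with enzyme and 100% = reference inhibitor wells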
# Neddylation inh = inhibitors of cullin neddylation, primary screen, biochemical, TR-FRET, uHTS, NAE and Ubc12; 360,000 compounds, 0.58% hits; AID 651699, 2012; NEDD8-conjugating enzyme Ubc12 (Homo sapiens) + NEDD8-activating enzyme E1 regulatory …; calls only at 25 µM; in the data active = inhibition above about 36%
# MsrA act = bovine MsrA enzyme activators, primary screen, biochemical, absorbance, HTS; activation, % at 10.6 µM; purified bovine MsrA, absorbance read-out; 360,000 compounds, 0.3% hits; Methionine sulfoxide reductase A (Bos taurus); AID 602163, 2012; in the data active = activation above about 7.5%;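 also: 0% = vehicle and 100% = reference activator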
# CSN inh = inhibitors of CSN-mediated cullin deneddylation, primary screen, biochemical, fluorescence polarization, uHTS | COP9 signalosome complex subunit 5 (Homo sapiens), Q92905 | Purified CSN, SCF-Nedd8-OG deneddylation | inhibition, % at 12.5 µM | 360,000 compounds, 0.38% hits | AID 651999, 2013;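 active = pattern-corrected inhibition above about 35%, with an unprinted fluorescence ratio check between 0.5 and 1.5, limit read from the data, passing the limit was not always enough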;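 also: 0% = enzyme with substrate and 100% = substrate without enzyme; some results filed as inactive read as strong as hits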
# Target sequence (Q92905 whole entry, looked up, one chain of several): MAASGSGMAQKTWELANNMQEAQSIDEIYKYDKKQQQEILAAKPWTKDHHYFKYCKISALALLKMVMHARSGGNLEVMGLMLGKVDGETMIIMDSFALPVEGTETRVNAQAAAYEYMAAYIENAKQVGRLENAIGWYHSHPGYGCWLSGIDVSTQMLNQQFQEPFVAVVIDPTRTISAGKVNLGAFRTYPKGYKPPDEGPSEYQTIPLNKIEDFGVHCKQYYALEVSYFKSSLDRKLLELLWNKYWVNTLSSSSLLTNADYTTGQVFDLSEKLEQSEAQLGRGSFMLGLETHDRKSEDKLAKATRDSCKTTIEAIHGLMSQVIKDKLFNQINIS
#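 Assay system: purified human Csn5 enzyme expressed in HEK293T cells; Input: 0.24 nM Csn5 enzyme, final concentration; Reagent: 10 nM SCFSkp2-Nedd8OG; Compound dosing: 12.5 µM single point; Times: reaction 90 min, room temperature; Technique: fluorescence polarization readout.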
# FAS TE block = FAS thioesterase domain inhibitors, primary screen, biochemical, fluorescence intensity, uHTS. recombinant FAS-TE, OMFH fluorogenic substrate, fluorescence endpoint. inhibition, % at 15 µM. 360,000 compounds, 0.67% hits. AID 602261, 2012;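 active = compounds whose normalised, plate-corrected inhibition of enzyme fluorescence in the single-dose primary screen is 50% or more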;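 also: 0% = DMSO with enzyme and 100% = substrate without enzyme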
# * hit, by the source's call; i = inactive; / = not tested or not shown.
SMILES,E coli Lon inh,Rin1 Abl inh,Tb MetRS inh,PABP1 MLLE inh,MsrA inhibitor,Neddylation inh,MsrA act,CSN inh,FAS TE block
O=C(CSc1nnc(-c2ccccc2)c(-c2ccccc2)n1)NCc1ccco1,-8.6,1.8,-0.7,10.2,0.4,i,-4.5,1.9,1.0
COc1ccc(N(CC(=O)N/N=C/c2ccc(C(=O)O)cc2)S(=O)(=O)c2ccc(NC(C)=O)cc2)cc1,-1.9,4.8,0.0,0.7,-0.5,i,-3.1,-3.1,-3.7
O=C(CCCc1nc(-c2ccccc2Cl)no1)NC1CCCC1,-0.9,5.3,0.0,-11.7,0.1,i,-2.8,-0.3,-2.2
Cc1ccc2[nH]c(=O)c(CC(=O)O)c(-c3ccccc3)c2c1,2.6,1.5,-0.9,-2.9,-0.1,i,-3.4,6.1,-6.7
CC(C)[C@H](NC(=O)c1ccccc1F)C(=O)Nc1ccc(F)c(F)c1,-2.7,0.9,-1.1,-0.5,0.8,i,-3.4,-0.6,3.7
COc1ccc(OC)c(Cc2nnc(CCC(=O)NC3CCCC3)o2)c1,2.1,-2.1,-1.1,-9.3,-0.7,i,-10.9,0.9,-6.2
COCCN1C(=O)CSCC1(C)C(=O)Nc1ccc2c(c1)OCCO2 (configuration not stated),/,/,-0.1,/,-0.2,i,/,-0.9,/
c1ccc(-c2noc(CN3CCc4sccc4C3)n2)cc1,0.1,-1.2,0.8,-21.2,-0.3,i,-1.9,-11.0,11.8
O=C(COC(=O)CNC(=O)c1ccco1)Nc1ccccc1OC(F)F,10.5,0.7,-0.3,10.3,1.1,i,-0.7,-2.0,-8.0
O=S(Cc1ccc(Cl)cc1)CC(O)COCc1ccc(Cl)cc1 (configuration not stated),8.3,-1.4,-0.2,-1.0,1.1,i,-1.4,-0.2,-1.4
COc1ccccc1CNC(=O)C(C)NS(=O)(=O)c1ccccc1 (configuration not stated),-9.0,-4.8,-0.3,-21.7,0.3,i,1.2,-3.4,-9.7
O=C(COC(=O)[C@@H]1CCCN1S(=O)(=O)c1ccc(Cl)cc1)NC1CCS(=O)(=O)C1 (some centres not stated),-1.7,3.6,-0.6,-28.6,-1.5,i,-9.0,-7.7,-7.2
Cc1cc(S(=O)(=O)N2CCCCC2CCNC(=O)C(=O)NCCN2CCOCC2)ccc1F (configuration not stated),-1.4,-0.7,-0.1,-10.1,-0.5,i,-5.6,2.6,-7.2
Cc1ccc(-c2cc(C(=O)Nc3ccccc3C)c3ccccc3n2)o1,-6.2,-1.9,-0.5,7.3,1.4,i,-4.7,4.1,-1.3
Cc1ccc(S(=O)(=O)/N=C2/NC(=O)/C(=C/c3ccc(Br)o3)S2)cc1,-42.5,-3.3,-0.4,-30.9,3.1,i,-5.7,34.3,13.7
CC(=O)Nc1cccc(CCc2nc3ccccc3[nH]2)c1,-5.0,-0.9,0.1,-27.3,0.8,i,-2.1,-0.8,-5.6
O=C(NCCc1ccccc1)c1c(O)c2cccc3c2n(c1=O)CC3,-4.6,-1.2,-0.6,-1.8,-0.1,i,-3.4,3.1,1.1
CCCCCC1CC(CC(=O)Nc2nncs2)C(=O)O1 (configuration not stated),-5.3,-0.3,-0.1,15.0,-0.6,i,-1.1,5.6,3.7
Cc1ccc(-n2c(C)cc(/C=N/NC(=O)CC3(C)OCCO3)c2C)cc1,4.7,-3.1,-0.3,-20.1,2.7,i,-1.8,-1.9,-3.6
CC(=O)Nc1ccc(S(=O)(=O)NCCC(=O)OC(C)C(=O)c2ccc(C)cc2)cc1 (configuration not stated),3.3,0.3,-0.6,-12.5,-0.8,i,-6.5,2.6,-4.4
CCC(=O)Nc1cc(C(=O)OCc2ccc(C(=O)Oc3ccccc3)cc2)ccc1C,-16.5,-1.0,-0.1,-2.5,0.1,i,3.0,-2.0,-12.9
CCN(CC)S(=O)(=O)c1cccc(C(=O)OCC(=O)c2ccc3c(c2)OCCO3)c1,2.7,0.3,-0.2,-13.4,0.0,i,-1.0,-9.7,17.9
CCCCCCc1c(C)[nH]c2nc3ccccc3n2c1=O,2.9,1.8,-0.3,-2.9,0.4,i,-5.7,-1.7,2.1
O=C(OCC(=O)N1CCN(c2ccccc2)CC1)c1ccc2ccccc2n1,-16.4,-0.6,-0.2,-60.4,0.3,i,-3.7,-2.1,-3.7
CCN(CC)C(=O)C1CCCN(c2ccccc2[N+](=O)[O-])C1 (configuration not stated),-8.6,2.3,0.1,-12.3,-0.9,i,-1.8,0.9,-4.7
# Later entries:
SMILES,E coli Lon inh,Rin1 Abl inh,Tb MetRS inh,PABP1 MLLE inh,MsrA inhibitor,Neddylation inh,MsrA act,CSN inh,FAS TE block
CCc1nc(SCC(=O)Nc2cc(C)on2)n[nH]1,3.0,1.5,-1.4,-7.4,-0.2,i,-2.1,4.7,-3.3
Cc1ccc2nc(-c3ccc(NC(=O)C4CCCO4)cc3)[nH]c2c1 (configuration not stated),-2.4,0.5,0.8,2.7,1.8,i,-3.4,0.3,-5.7
CCOC(=O)N1CCN(CCc2ccccc2)CC1,1.1,2.3,-0.3,10.0,-1.2,i,5.5,-0.2,-6.4
Cc1nn(C)c(Cl)c1NC(=O)OCc1ccc(F)cc1,5.0,1.7,1.2,-17.3,-0.8,i,-0.7,-3.6,-4.9
COc1ccc(C(=O)COC(=O)c2sccc2C)cc1OC,-3.6,1.5,0.2,-7.2,-0.5,i,1.0,0.5,10.8
Cc1ccc(OCc2cc(C(=O)Nc3ccccc3)oc2C)cc1,1.1,0.9,0.0,-19.2,0.2,i,0.3,-0.3,21.3
Cc1cc(C)c(S(=O)(=O)N(C)CC(=O)NCCN2CCOCC2)c(C)c1,-2.7,-0.4,-0.2,6.4,0.9,i,-3.0,-1.6,-4.0
Cc1cc(C)c(C(N)=O)c(NC(=O)Nc2ccccc2Cl)n1,-0.7,-0.6,-0.8,-5.4,0.8,i,-6.8,-2.1,-3.4
CC(C)(C)c1ccc(-c2nc(C#N)c(NCc3ccncc3)o2)cc1,-13.3,-1.5,-1.0,9.4,0.3,i,-7.9,2.0,9.8
O=C1c2ccccc2C(=O)N1CCCCc1cn(C[C@H]2CC[C@@H]([C@@H]3CC[C@H](Cn4cc(CCCCN5C(=O)c6ccccc6C5=O)nn4)O3)O2)nn1,-1.3,0.8,-0.1,-5.5,-0.9,i,-1.3,2.2,-5.1
Cc1cc(NC(=S)NC(=O)/C=C/c2ccc(S(=O)(=O)N3CCOCC3)cc2)ccc1Br,-6.5,-0.3,-0.7,22.9,-1.5,i,-1.2,2.3,29.6
COCCn1cnnc1SCC(=O)Nc1ccc(N2CCCCC2)cc1,-1.0,-1.0,-0.3,-17.4,1.2,i,-1.3,2.7,-3.0
COc1ccccc1-c1c(C)oc2c(CN3CCN(CCO)CC3)c(O)ccc2c1=O,-6.8,1.7,0.0,-21.1,3.9,/,0.1,-4.9,-6.5
CCCN(C(=O)c1cc(C)ccc1C)c1c(N)n(Cc2ccccc2)c(=O)[nH]c1=O,6.0,3.4,-0.4,-1.5,-0.6,i,-2.3,-0.9,-7.0
O=C(CCNC(=O)c1ccco1)Nc1ccc(OC(F)F)cc1,3.0,-0.1,-0.4,-23.8,0.5,i,-3.3,5.2,-2.5
CCCOc1ccc(N2CC(C(=O)Nc3ccccc3C(=O)NC)CC2=O)cc1 (configuration not stated),-9.8,1.9,-0.4,-13.0,-0.6,i,-2.2,-2.0,0.7
CCN(CC)c1ncnc2c1ncn2[C@H]1CN(Cc2ccc(-c3ccccc3)cc2)C[C@@H](CO)O1,-2.7,2.3,-0.2,-10.0,0.4,i,0.1,-2.5,7.0
CSc1nnc([C@H](Cc2c[nH]c3ccccc23)NC(=O)OC(C)(C)C)o1,2.1,-1.4,0.1,-60.1,0.0,i,-2.9,-0.8,1.8
NC(=O)CNC(=O)C1CCCc2c1[nH]c1ccc(Cl)cc21 (configuration not stated),1.9,3.5,0.8,8.3,-1.6,i,-1.5,1.2,-2.4
CC(=O)Nc1ccc(-c2ccnc3c2CC(C(=O)Nc2cccc(OC(F)(F)F)c2)O3)cc1 (configuration not stated),-3.3,-1.9,-0.1,-6.8,0.7,i,-6.4,3.5,19.7
CCCc1cc(=O)oc2c(C)c(OCC(=O)N3CCC(C(N)=O)CC3)ccc12,-10.7,0.2,1.0,0.8,1.2,i,-2.1,-0.2,-4.0
COc1ccc(-c2c(C)cc3oc(=O)cc(-c4ccccc4)c3c2C)cc1F,-7.5,-2.6,-1.9,-25.1,1.2,i,-9.2,1.3,25.5
Cc1ccc(-c2nn(-c3ccccc3)cc2/C=C2\SC(=S)N(CCCCCC(=O)O)C2=O)o1,-22.2,0.5,0.0,-85.3,1.4,i,-3.9,66.1*,-114.1
CCc1ccc(NC(=O)c2nc(S(=O)(=O)Cc3ccccc3)ncc2Cl)cc1,1.3,0.0,0.4,25.5,1.6,i,-5.2,5.9,49.4
CC(Oc1ccccc1)C(=O)N=C1SC2CS(=O)(=O)CC2N1Cc1ccccc1 (configuration not stated),-0.7,-0.1,-0.4,-58.6,-0.5,i,-2.3,0.1,1.3
# (continued)
SMILES,E coli Lon inh,Rin1 Abl inh,Tb MetRS inh,PABP1 MLLE inh,MsrA inhibitor,Neddylation inh,MsrA act,CSN inh,FAS TE block
Cc1ccc(Cl)c(OC(=O)C2CSC3(C)CCC(=O)N23)c1 (configuration not stated),-5.7,0.8,-0.3,1.7,-1.3,i,4.0,-2.3,-4.0
CCO[C@H]1OC(C(=O)NC2CC2)=C[C@@H](c2coc3ccccc3c2=O)[C@@H]1CCCO,4.6,4.2,-0.2,13.0,1.3,i,-1.7,-1.2,-9.5
O=C(O)c1ccnc(C(=O)O)c1,3.9,2.5,-0.7,3.9,-0.2,i,-9.0,0.0,-3.8
COC(=O)[C@H](CC(C)C)NC(=O)Nc1ccc2c(c1)OCCO2,15.5,-2.0,-0.8,1.4,1.6,i,-2.4,-3.7,-7.9
CCN(CC)S(=O)(=O)c1ccc(=O)[nH]c1,1.7,-0.4,-0.2,2.4,1.4,i,-2.1,-1.5,-6.4
Cc1nnc(NC(=O)C2CCCN2S(=O)(=O)c2ccc(Cl)cc2)s1 (configuration not stated),-5.4,-5.1,-0.5,-0.8,-0.2,i,-3.2,-4.0,-2.0
Cc1nn(C)c(C)c1NC(=O)c1ccnn1C,-1.5,2.6,-0.4,0.1,0.4,i,-0.9,4.2,-8.7
CCOc1cc(CNCc2cccs2)ccc1OCC(=O)NC(C)(C)C,-7.9,-1.6,-0.7,7.7,-1.3,i,-1.6,-5.0,-9.0
